RNase H inhibition: RNase H inhibition, HIV 1 Gag Pol polyprotein, FRET biochemical assay, screening (AID 372); HIV-1 RT RNase H, FRET RNA/DNA substrate fluorescence; higher % means a stronger effect; one-dose inhibition, % at 10 µM; IC50 in µM for titrated hits; hit rate 0.77% among 100,000; in the data active = inhibition above about 50%
* hit, by the source's call. This is a subset, so the mix of outcomes need not match the whole.

The first 18 records as a preview:
SMILES	RNase H inhibition
CC(C)(C)c1ccccc1OCCOCCN1CCCCC1	4%
COc1ccc(-n2nc3cc(C)c(NC(=O)c4ccccc4I)cc3n2)cc1	26%
COc1ccc(NS(=O)(=O)c2ccc(N/C=C\C(=O)c3ccccc3)cc2)nn1	10%
Nc1cccc(Nc2nc(OC(C(F)(F)F)C(F)(F)F)nc(OC(C(F)(F)F)C(F)(F)F)n2)c1	5%
Cc1ccccc1N1CCN(C(=S)c2ccc(OCc3ccccc3)cc2)CC1	4%
CCOC(=O)C1=C(CC)NC2=C(C(=O)CCC2)C1c1cccc(I)c1 (stereo not drawn)	5%
C/C(=N\Nc1nc(-c2ccc(C)cc2)nc2ccccc12)c1cccc([N+](=O)[O-])c1	5%
COc1ccc(/C=C2/SC(N3CCN(c4cccc5ccccc45)CC3)=NC2=O)cc1	20%
Cc1cc(C(=O)N/N=C\c2cc(Cl)ccc2O)n[nH]1	3%
Cc1cc(Cl)ccc1OCC(=O)Nc1ccccc1O	8%
Cn1c2nc(-[n+]3ccccc3)nc-2c([O-])n(C)c1=O	3%
Cc1cccnc1NC(=S)NC(=O)c1ccccc1Br	12%
CCOc1cc(C=C2C(=O)NC(=S)N(CC)C2=O)ccc1O	1%
COc1cc2c(cc1OC)C(=S)NC(C)(C)C2	0%
CCOc1cc(C=O)ccc1OCc1ccccc1[N+](=O)[O-]	12%
Cc1cccc(NC(=O)C(=O)NCc2ccco2)c1C	5%
CCCCn1c(C)nc2c(=O)oc3ccccc3c21	16%
Cl/C(=C\c1ccccc1)CN1CCN(C/C=C/c2ccccc2)CC1	12%

Results, from the first entry:
SMILES	RNase H inhibition
CC(C)(C)c1ccccc1OCCOCCN1CCCCC1	4%
COc1ccc(-n2nc3cc(C)c(NC(=O)c4ccccc4I)cc3n2)cc1	26%
COc1ccc(NS(=O)(=O)c2ccc(N/C=C\C(=O)c3ccccc3)cc2)nn1	10%
Nc1cccc(Nc2nc(OC(C(F)(F)F)C(F)(F)F)nc(OC(C(F)(F)F)C(F)(F)F)n2)c1	5%
Cc1ccccc1N1CCN(C(=S)c2ccc(OCc3ccccc3)cc2)CC1	4%
CCOC(=O)C1=C(CC)NC2=C(C(=O)CCC2)C1c1cccc(I)c1 (stereo not drawn)	5%
C/C(=N\Nc1nc(-c2ccc(C)cc2)nc2ccccc12)c1cccc([N+](=O)[O-])c1	5%
COc1ccc(/C=C2/SC(N3CCN(c4cccc5ccccc45)CC3)=NC2=O)cc1	20%
Cc1cc(C(=O)N/N=C\c2cc(Cl)ccc2O)n[nH]1	3%
Cc1cc(Cl)ccc1OCC(=O)Nc1ccccc1O	8%
Cn1c2nc(-[n+]3ccccc3)nc-2c([O-])n(C)c1=O	3%
Cc1cccnc1NC(=S)NC(=O)c1ccccc1Br	12%
CCOc1cc(C=C2C(=O)NC(=S)N(CC)C2=O)ccc1O	1%
COc1cc2c(cc1OC)C(=S)NC(C)(C)C2	0%
CCOc1cc(C=O)ccc1OCc1ccccc1[N+](=O)[O-]	12%
Cc1cccc(NC(=O)C(=O)NCc2ccco2)c1C	5%
CCCCn1c(C)nc2c(=O)oc3ccccc3c21	16%
Cl/C(=C\c1ccccc1)CN1CCN(C/C=C/c2ccccc2)CC1	12%
CC(=O)Nc1nc(-c2ccc(Cl)cc2)nc(C)c1C(C)=O	3%
Cc1c(Cl)cccc1NC(=O)C1(C)CC2c3ccccc3C1c1ccccc12 (stereo not drawn)	12%
O=S(=O)(Nc1ccc(O)c(-c2nc3ccccc3o2)c1)c1ccccc1	3%
NS(=O)(=O)c1ccc(N=Cc2c(O)[nH]c(=S)[nH]c2=O)cc1	16%
C/C(=N\NC(=O)c1c[nH]c2ccccc12)c1ccco1	4%
O=C(Cc1ccccc1)Nc1ccc(Cl)cc1	2%
Cc1c(NC(=S)NC(=O)c2cccc(Br)c2)cccc1-c1nc2ncccc2o1	5%
O=C(c1cc(Cl)ccc1Cl)N(Cc1ccccc1)c1ccccn1	8%
CCCCCOC(=O)Nc1ccc(S(=O)(=O)Nc2ccc(OC)cc2[N+](=O)[O-])cc1	8%
COc1ccc(C)cc1NC(=O)C(=O)NCc1ccccn1	36%
COC(=O)c1ccccc1NC(=O)c1c(C)c(-c2ccc(C)cc2)nc2ccccc12	6%
O=C(O)CN1C(=O)/C(=C2/SC(=Nc3cccc(Cl)c3Cl)NC2=O)c2ccccc21	10%
COc1ccccc1-n1c(C)ccc1-c1ccccc1	0%
COc1ccc(OC)c(/C=C2\SC(N3CCCCC3)=NC2=O)c1	6%
C=CCOc1c(Br)cc(C2C3=C(CC(C)(C)CC3=O)OC3=C2C(=O)CC(C)(C)C3)cc1OCC	16%
O=C1NC(=O)N(c2ccc(Cl)cc2)C(=O)/C1=C/c1cnc(-c2ccccc2)nc1	10%
COC(=O)C1=C(C)N(c2cccc(C)c2)C(=O)/C1=C\c1ccc(O)cc1	17%
Cn1c(/C=C(/OC(=O)c2ccc(F)cc2)c2ccc(F)cc2)nc2ccccc21	37%
CS(=O)(=O)N(CC(=O)N/N=C/c1ccccc1Br)c1ccc(Oc2ccccc2)cc1	17%
Cc1ccc([N+](=O)[O-])cc1N=Cc1ccccc1[N+](=O)[O-]	10%
O=C(/C=C/c1ccc(F)cc1)N1CCN(c2ccc(Cl)cc2)CC1	8%
COc1ccccc1C1/C(=C(\O)c2ccc(Cl)cc2)C(=O)C(=O)N1c1cccnc1 (stereo not drawn)	0%
O=C(COc1ccccc1)Nc1cccc(Cl)c1Cl	9%
O=C(NC(=S)Nc1cc([N+](=O)[O-])ccc1Cl)c1cccc(F)c1	12%
Cc1ccc(C)c(S(=O)(=O)N=Nc2c(O)[nH]c3ccccc23)c1	6%
COc1ccc(Br)c(/C=N/NC(=O)COc2cccc(Cl)c2)c1	9%
O=[N+]([O-])c1ccc2c(c1Nc1ccccc1)=NC1(CCCCC1)N=2	11%
COC(=O)c1ccc(/C=N/Nc2nc(-c3ccccc3)cs2)cc1	19%
COc1cccc(-n2c(C=C3C(=O)Nc4ccc(Br)cc43)nc3ccccc3c2=O)c1	27%
COc1cc(C2NC(=O)NC(C)=C2C(=O)OCc2ccc3c(c2)OCO3)cc(Br)c1O (stereo not drawn)	28%
CCOC(=O)C1=C(C)NC(=O)CC1c1cc2c(cc1[N+](=O)[O-])OCO2 (stereo not drawn)	20%
CCOC(=O)c1sc2nc(N)c(C#N)c(-c3cccs3)c2c1N	24%
CCCCCCC(=O)N/N=C/c1cc(Br)cc(Br)c1O	10%
O=C(NCCc1ccc(F)cc1)c1ccco1	10%
Cc1cc(Nc2ccccc2)n(C(=O)c2ccc(Cl)cc2)n1	7%
O=C1C2C3C=CC(C4CC34)C2C(=O)N1c1ccc(Cl)cc1 (stereo not drawn)	4%
NC(=O)N/N=C/c1ccccc1OS(=O)(=O)c1ccc([N+](=O)[O-])cc1	11%
Cc1c(Cl)cccc1NC(=O)C(=O)NNC(=O)c1ccc(C(C)(C)C)cc1	0%
CCOC(=O)C1C2C(=O)N(c3ccc(C)cc3C)C(=O)C12 (stereo not drawn)	2%
Cc1ccccc1C(=O)Nc1ccc(S(=O)(=O)Nc2ncccn2)cc1	4%
CCOC(=O)C1=C(C)N=c2s/c(=C\c3ccc(OCc4cccc5ccccc45)c(OCC)c3)c(=O)n2C1c1ccc(Cl)cc1 (stereo not drawn)	3%
COc1ccc(OC)c(/C=C/C(=O)c2c(-c3ccccc3)c3cc(Br)ccc3[nH]c2=O)c1	37%

New compounds follow
SMILES	RNase H inhibition
COC(=O)c1ccc2c(c1)-c1ccc(C(=O)OC)c3cccc-2c13	4%
CN1C2C=C(N(CCc3c[nH]c4ccccc34)C(=O)c3ccccc3)CC1CC2 (stereo not drawn)	4%
O=C(O)c1ccc(-n2ncc(Cl)c(Cl)c2=O)cc1	0%
COc1ccc(C2/C(=C(\O)c3ccccc3)C(=O)C(=O)N2CCCCCC(=O)O)cc1 (stereo not drawn)	0%
COc1ccccc1CC1S/C(=N\N=C\c2cccc([N+](=O)[O-])c2)NC1=O (stereo not drawn)	12%
CCC(=O)N1c2ccccc2NC2=C(C(=O)CC(c3ccccc3)C2)C1c1ccc(F)cc1 (stereo not drawn)	3%
O=C(COc1ccc(Br)cc1Cl)NCC1CCCO1 (stereo not drawn)	14%
O=C(NC(=S)Nc1ccc(O)c(-c2nc3ccccc3s2)c1)c1cccc(F)c1	10%
C(=Nc1ccc2c(c1)OCCOCCOc1cc(N=Cc3ccccc3)ccc1OCCOCCO2)c1ccccc1	5%
CCC1=NN2C(=N)/C(=C\c3c(C)n(Cc4ccccc4C)c4ccccc34)C(=O)N=C2S1	6%
COc1ccc(NC(=S)NC(=O)c2ccc(OC(C)C)cc2)c(OC)c1	11%
CCCCCCOC(=O)C1=C(C)NC(=O)NC1c1ccc(Cl)cc1Cl (stereo not drawn)	28%
COC(=O)c1c(NC(=O)c2ccc(C)c(C)c2)sc2c1CCCCC2	10%
COc1ccc(C(=O)N2CCN(Cc3ccc(SC)cc3)CC2)cc1	0%
CCOC(=O)c1sc2nc(C)cc(C)c2c1N	0%
COc1ccc(-c2cc(=O)oc3c(C)c(OC(C)=O)ccc23)cc1	0%
Cc1ccc(/C=N/NC(=O)c2cc(I)ccc2O)o1	2%
C=CCn1c(SCCCC)nc2c(c1=O)C1(CCCC1)Cc1ccccc1-2	9%
CCSc1nc2sc3c(c2c(=O)n1-c1ccc(OC)cc1)CCC3	25%
COc1ccc([N+](=O)[O-])cc1-c1ccc(/C=N/NC(N)=O)o1	31%
Cc1ccc(N=Cc2cccc(C)c2O)c(O)c1	12%
O=C(Nc1ccccc1)Nc1nnc(CSCc2ccc(Cl)cc2)s1	18%
CCOc1ccc2ccccc2c1C=C1C(=O)N(C)C(=S)N(C)C1=O	10%
COc1ccc(N(CC(=O)Nc2ccccc2C(=O)O)S(C)(=O)=O)cc1	20%
CCc1cc(C)cc(OCCOc2ccc([N+](=O)[O-])cc2/C=C2/SC(=S)N(C)C2=O)c1	14%
O=C(Nc1ccc2c(c1)oc1ccccc12)c1cc2ccccc2o1	13%
COc1ccc(C2=NN(C(C)=O)C(c3ccccc3)C2)cc1 (stereo not drawn)	0%
COC(=O)c1cccc(NC(=O)c2cccc(NC(=O)c3cccc([N+](=O)[O-])c3)c2)c1	7%
O=C1c2cc(Cl)c(Cl)cc2C(=O)N1c1cc(C(F)(F)F)ccc1Cl	1%
COc1ccc(N(CC(=O)N/N=C/c2cc(Br)c(C)o2)S(=O)(=O)c2ccc(NC(C)=O)cc2)cc1	18%

The closing two entries of the part before lead into the next:
SMILES	RNase H inhibition
O=C1c2cc(Cl)c(Cl)cc2C(=O)N1c1cc(C(F)(F)F)ccc1Cl	1%
COc1ccc(N(CC(=O)N/N=C/c2cc(Br)c(C)o2)S(=O)(=O)c2ccc(NC(C)=O)cc2)cc1	18%
O=C(Nc1ccc(Cl)cc1)Nc1nnc(-c2cccs2)s1	23%
O=C(O)C1CCCCC1C(=O)NCCC1=CCCCC1 (stereo not drawn)	0%
CC(=O)Oc1cc(Cc2ccc(N3C(=O)c4ccccc4C3=O)c(OC(C)=O)c2)ccc1N1C(=O)c2ccccc2C1=O	15%
C/C(=C\C(=O)c1ccc(Br)cc1)Nc1ccccc1F	1%
CCCCCC(=O)N/N=C/c1ccc([N+](=O)[O-])o1	0%
C=CCOC(=O)C1=C(C)N(C)C(=O)NC1c1ccccc1I (stereo not drawn)	0%
CCOC(=O)c1ccc(-n2c(C)cc(C=O)c2C)cc1	6%
Cc1ccc(-c2nc3ncccc3o2)cc1NC(=S)NC(=O)c1ccc(C)c([N+](=O)[O-])c1	10%
O=C1C=CC(=O)N1c1ccccc1N1C(=O)C=CC1=O	20%
C=CCNS(=O)(=O)c1ccc(C)c([N+](=O)[O-])c1	0%
Cc1ccc(C(=O)COC(=O)c2cccc(N3C(=O)C4C5C=CC(C6CC56)C4C3=O)c2)cc1C (stereo not drawn)	2%
CCCOC(=O)C1=C(C)NC2=C(C(=O)CCC2)C1c1cc(Br)c(O)c(OC)c1 (stereo not drawn)	5%
COc1cc([N+](=O)[O-])cc(/C=C2/C(=O)NC(=O)N(c3cccc(C)c3)C2=O)c1O	0%
NC(=O)c1cnn2c(C(F)(F)F)cc(-c3ccco3)nc12	3%
CCOc1cc(CN2CCN(c3ccc([N+](=O)[O-])cc3)CC2)ccc1O	10%
COc1ccc([N+](=O)[O-])cc1N(CC(O)CN1CCCCC1)S(=O)(=O)c1ccccc1 (stereo not drawn)	11%
O=C1CC(c2ccccc2)=NN1c1nc2ccccc2s1	13%
O=C(Nc1ccc(-c2nc3ncccc3o2)cc1)c1ccc(-c2ccc(Cl)cc2Cl)o1	11%
O=C(Cc1ccc(Cl)cc1)Nc1ccccc1I	9%
COc1ccc(C2/C(=C(\O)c3ccc([N+](=O)[O-])cc3)C(=O)C(=O)N2CCCCCC(=O)O)cc1OC (stereo not drawn)	10%
O=c1cc(N2CCOCC2)c2ccccc2s1	0%
COc1ccc(OC)c(N(CC(=O)NCc2ccc(C)cc2)S(=O)(=O)c2ccc(OC)c(OC)c2)c1	12%
O=c1c2c(nc3cc(-c4ccc(Cl)cc4)[nH]n13)CCCC2	19%
CCCOC(=O)c1ccc(NC(=O)c2ccc(OCC)c([N+](=O)[O-])c2)cc1	10%
CCn1ccnc1C(O)c1ccc(OC)c(OC)c1 (stereo not drawn)	0%
CCCOc1ccc(C(=O)c2ccc(F)cc2)cc1OCCC	13%
COc1cc2nc(-c3cccc(I)c3)n(-c3cc(C(C)(C)C)c(O)c(C(C)(C)C)c3)c2cc1OC	13%
O=C(ONC(=NCc1ccccc1)c1ccc([N+](=O)[O-])cc1)c1ccccc1	21%
CCOC(=O)c1cc(C)sc1NC(=O)c1sc2cc(F)ccc2c1Cl	9%
O=C1/C(=C\c2cccs2)SC(=S)N1CCC(=O)N1CCCc2ccccc21	18%
Cc1ccc(-c2cc(C(=O)Nc3sc4c(c3C#N)CCCCCC4)c3ccccc3n2)s1	39%
Cc1ccc(C)c(N2CCN(Cc3cccc4ccccc34)CC2)c1	9%
COc1ccc(OCCOCCOc2ccccc2Br)cc1	15%

Assay outcomes deposited in PubChem BioAssay by MTDP.
